# Assay outcomes as filed in PubChem.
# FLuc act counter: affects firefly luciferase, flagging false hits in luciferase stimulation screens | P08659 | ATPlite luciferase biochemical, luminescence, 10 min; 0 = ATP-free wells, 1 = DMSO control | activation factor at 10 µM | 200,000 tested, under 10 active;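 active = luciferase activation factor, scaled between plate controls, of at least 2 with compound at 10 µM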
#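 System: cell-free luciferase reagent; medium: PBS as buffer for the ATP substrate; doses: test compounds dosed from 2 mM stocks in 100% DMSO; incubation: 10 min, room temperature; measured by: luminescence from luciferase reaction; read-out: luciferase activation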
# TNAP inh noacc: blocks human TNAP activity with no phosphate acceptor present. 200,000 tested, 0.26% active. AID 1012. purified TNAP, CDP-star luminescence, 30 min. P05186. inhibition, % at 20 µM;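 active = tissue-nonspecific alkaline phosphatase inhibition above about 50% at 20 µM in the single-dose screen, limit read from the data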;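 note: 0% = DMSO negative control and 100% = EDTA positive control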
# Target sequence (P05186 whole entry, looked up): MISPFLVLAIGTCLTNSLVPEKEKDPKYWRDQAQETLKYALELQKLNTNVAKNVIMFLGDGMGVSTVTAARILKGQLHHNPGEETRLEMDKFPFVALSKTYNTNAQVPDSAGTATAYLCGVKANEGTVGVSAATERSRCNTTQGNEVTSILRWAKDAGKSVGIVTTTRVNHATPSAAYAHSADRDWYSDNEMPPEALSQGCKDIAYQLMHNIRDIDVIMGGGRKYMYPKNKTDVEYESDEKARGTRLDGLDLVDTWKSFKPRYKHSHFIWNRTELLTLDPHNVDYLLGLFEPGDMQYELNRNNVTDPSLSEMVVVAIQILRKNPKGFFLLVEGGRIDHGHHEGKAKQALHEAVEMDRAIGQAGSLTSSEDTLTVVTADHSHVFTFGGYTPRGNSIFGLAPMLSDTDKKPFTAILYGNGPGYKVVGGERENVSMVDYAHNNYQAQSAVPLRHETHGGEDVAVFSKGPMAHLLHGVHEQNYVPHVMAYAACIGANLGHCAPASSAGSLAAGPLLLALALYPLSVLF
# TNAP act hiacc: activators of human TNAP at high phosphate acceptor concentration | P05186 | purified TNAP, CDP-star luminescence, 1 M DEA, 30 min; hits give high values; 0 = EDTA background, 1 = DMSO-only activity | activation factor at 20 µM | 200,000 tested, under 10 active | AID 1136;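 active = activation factor at least 2 at 20 µM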
#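 Control set: EDTA negative control, DMSO positive control / Assay system: human TNAP / Quantity: TNAP 1/800 final / Evaluation: TNAP activation factor scaled between EDTA and DMSO control wells / Measured by: luminescent substrate turnover signal / Compound dosing: one dose, 20 µM / Times: 30 min enzyme reaction at room temperature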
# FLuc inhib CS: Photinus pyralis luciferase inhibition counter-screen | P08659 | ATPLite firefly luciferase biochemical luminescence, 10 min | inhibition, % at 10 µM | 200,000 tested, 1.5% active;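 active = inhibition above about 50% when tested at 10 µM, limit read from the data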
# APP 5'UTR act: APP 5'UTR luciferase reporter activation | SH-SY5Y APP 5'UTR luciferase reporter, luminescence; zero percent = DMSO vehicle wells | activation, % at 2 µM | 190,000 tested, 1% active | AID 1276;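 active = activation above a set limit, based on mean plus 3 SD of controls, cut at about 140% in these data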; note: values of inactives mirror those of a sister screen read the other way
# TNAP inh hi DEA: inhibitors of human TNAP at high phosphate acceptor concentration | P05186 | purified TNAP, CDP-star luminescence, 1 M DEA | inhibition, % at 20 µM | 200,000 tested, 0.03% active | AID 1135;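 active = over 50% inhibition of tissue-nonspecific alkaline phosphatase at 20 µM in the single-dose screen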;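 note: plate controls were DMSO wells for no effect and EDTA-quenched wells as full inhibition for full effect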
# bIAP activator: increases bovine intestinal alkaline phosphatase activity. 200,000 tested, 0.17% active. activation factor at 20 µM. purified bovine IAP, CDP-star luminescence, 30 min; hits give high values; fold of DMSO-control signal, blank-subtracted;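 active = activation factor of 2 or more at 20 µM, a signal rise over negative controls twice the positive control's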
# PMI act: phosphomannose isomerase (human) activation; P34949; purified human PMI, coupled resazurin fluorescence, 20 min; hits give high values; 1 = vehicle control, 0 substrate-free wells; activation factor at 20 µM; 190,000 tested, 0.005% active; AID 1214;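 active = activation factor of 2 or more at 20 µM, relative to plate controls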
# Target sequence (P34949 whole entry, looked up): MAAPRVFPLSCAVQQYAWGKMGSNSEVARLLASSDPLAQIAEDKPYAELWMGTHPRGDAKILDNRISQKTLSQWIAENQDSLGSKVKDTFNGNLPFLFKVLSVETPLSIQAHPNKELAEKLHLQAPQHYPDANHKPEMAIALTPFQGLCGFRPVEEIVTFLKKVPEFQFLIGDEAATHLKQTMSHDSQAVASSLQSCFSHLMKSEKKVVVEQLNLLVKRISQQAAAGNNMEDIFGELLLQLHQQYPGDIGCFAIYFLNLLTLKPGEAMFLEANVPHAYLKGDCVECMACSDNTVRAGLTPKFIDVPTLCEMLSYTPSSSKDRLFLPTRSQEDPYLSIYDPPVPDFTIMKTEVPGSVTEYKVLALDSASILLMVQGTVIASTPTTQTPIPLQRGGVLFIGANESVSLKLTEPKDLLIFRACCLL
# PMI act satM6P: increases human PMI activity with near-saturating mannose 6-phosphate; AID 1216; activation factor at 20 µM; 190,000 tested, 0.34% active; P34949; coupled PMI enzyme assay, resazurin fluorescence, 20 min; hits give high values; 1 = untreated enzyme, 0 = substrate-free blank;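 active = activation factor of 2 or more at 20 µM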
#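 Test system: human phosphomannose isomerase with PGI, G6PDH, diaphorase coupling enzymes; Amount: PMI at 15 ng/mL final; Reagent: Mannose-6-phosphate 1.0 mM (near-saturating) plus 0.22 mM NADP+; Timing: 20 min, room temperature; Technique: resorufin fluorescence at Ex 544/Em 590 nm; Dosing: 20 µM single dose.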
# NF-kB expr up: raises NF-kB expression in human neuronal cells. fold change at 12.5 µM. AID 1239. NF-kB reporter expression; hits give high values. 190,000 tested, 1.6% active; in the data active = fold change above about 3.3
# * marks the source's active call; other numbers are inactive results; x = not tested or not shown. Random draw from the library; about 3.6% have a hit in one of these screens.
SMILES,FLuc act counter,TNAP inh noacc,TNAP act hiacc,FLuc inhib CS,APP 5'UTR act,TNAP inh hi DEA,bIAP activator,PMI act,PMI act satM6P,NF-kB expr up
NNC(=O)CN1C(c2ccc(Cl)cc2)=Nc2ccc(Br)cc2C1c1ccccc1 (configuration not stated),1,-5.1,1,-0.9,-0.8,-1.8,0.9,0.9,0.9,0.9
Cn1c(=O)c2cc(S(=O)(=O)N3CCOCC3)ccc2n(C)c1=O,1,-6.2,1,-2.3,21.8,-3.1,1,0.9,0.9,1.07
CCCn1c(=O)[nH]c2ccccc21,1.1,-182.3,1,-8.2,-6.0,-3.7,0.9,1,1.1,0.95
Cc1ccnc(SCc2nc3ccccc3s2)n1,0.8,-14.9,1.1,16.2,105.7,-12.1,1,1,0.9,1.92
COc1ccccc1N1CCN(C(=S)Nc2ccc3nc(N4CCOCC4)cc(C)c3c2)CC1,1,-2.2,1,-0.1,16.8,-0.7,1,0.6,0.4,0.7
Cn1c(N)c(C(c2ccccc2)c2c(N)n(C)c(=O)n(C)c2=O)c(=O)n(C)c1=O,1.1,-8.7,1,-6.0,-5.3,-0.9,1,1,1.1,1.53
CCOc1ccc(-c2cc(N3C(=O)Nc4ccccc4N3O)on2)cc1,0.2,-5.0,1,75.6*,12.9,2.1,0.7,1,1,1.22
NC(=O)Cn1nnc(-c2ccccc2NC(=O)c2cnccn2)n1,1.1,-1.4,1,-7.5,9.6,-1.1,0.8,1,1,1
S=C(Nc1cccc(Cl)c1)N(CCCN1CCCC1)Cc1cccn1Cc1ccc(Cl)cc1,1.1,-4.9,1,-6.2,18.6,1.4,0.5,0.9,1,1.24
c1ccc2c(c1)nc1n2CCS1,1.1,-11.3,1,-7.7,13.9,-4.1,0.9,1,1,1.1
Cc1ccc(C2CC(c3ccc(Cl)cc3)=NNC2=O)cc1 (configuration not stated),1,-3.4,1,-2.3,x,-3.7,0.6,0.8,0.9,0.99
O=C(c1ccco1)N1CCN(C(=O)N2CCCC2)CC1,1,-3.4,1.1,-1.4,-10.6,-5.2,1.1,1,1,1.18
O=C(NCC1CCCO1)c1onc(CSc2ccc(F)cc2)c1C(=O)O (configuration not stated),1.1,-13.7,1.1,-7.2,2.4,-5.1,1.1,1,1,1.15
O=C(N/N=C/c1ccccn1)c1cc(-c2ccccc2Cl)n[nH]1,0.9,-144.5,1,13.1,-9.3,0.7,1.1,1.1,1.2,1.39
COc1cc(CCN2C(=O)c3cccc4cccc(c34)C2=O)c(S(=O)(=O)N2CCC(C)CC2)cc1OC,1.1,2.2,1,-6.4,-0.4,-4.9,1.2,0.8,0.8,0.28
CC(=O)Nc1ccc(C(=O)OCC(=O)/C(C#N)=C(\C)N)cc1,1,-5.0,1,0.0,-6.6,-3.9,1.1,1.1,1,1.22
Cc1ccc(-c2nc(NCc3ccc(F)cc3)n(S(C)(=O)=O)n2)cc1,1,-11.5,1,-4.5,10.4,-0.9,1.1,0.9,0.9,1.62
CCN(CC)S(=O)(=O)c1ccc(Cl)c(NC(=O)COC(=O)c2c(C)noc2C)c1,1,-17.8,1,0.8,2.6,2.5,0.9,0.9,1.1,0.92
COc1ccccc1NC(CC(=O)c1ccccc1)C(=O)OCC(=O)c1ccc(C)c(C)c1 (configuration not stated),1,-11.7,1,1.4,67.3,-2.2,0.9,0.9,1,0.63
Fc1ccc(-c2nnc3ccc(N4CCc5ccccc5C4)nn23)cc1,1.1,-1.4,1.1,-7.0,-3.4,-10.4,0.9,1,1.1,0.71
CCC1(CC)C(=O)NC(=O)NC1=Nc1ccccc1,1,-5.5,1.1,-1.9,2.9,-6.3,0.9,1.1,1.1,1.09
Cc1nn(Cc2c(Cl)cccc2Cl)c(C)c1NC(=O)/C=C/c1cnn(C)c1C,1,4.0,1,-0.1,-3.7,-1.0,1.1,1.1,0.9,1.23
O=C(CNC(=S)N(Cc1ccccc1)Cc1cccnc1)NCCN1CCOCC1,1,-14.7,1,-2.4,-7.8,-0.9,1.1,0.9,1,1.19
CC(C)CCn1c(CN(C)Cc2ccccc2)nc2c1c(=O)n(C)c(=O)n2C,1,-2.4,1,-3.1,0.9,-2.8,1.1,0.9,0.9,0.45
COc1ccc(/C=C\c2nc(=O)c3ccccc3o2)cc1,0.1,-2.4,1,93.3*,127.4,-1.3,0.9,1.1,1,7.31*

# Other structures.
SMILES,FLuc act counter,TNAP inh noacc,TNAP act hiacc,FLuc inhib CS,APP 5'UTR act,TNAP inh hi DEA,bIAP activator,PMI act,PMI act satM6P,NF-kB expr up
O=C(Cn1cnc2c(cnn2-c2ccc(Cl)cc2)c1=O)NCCc1ccccc1,1.1,-8.8,1,-5.4,-0.8,-2.6,0.9,0.9,0.9,1.13
Cc1ccccc1-n1c(C)cc(/C=N/NC(=O)c2ccc(CN3CCOCC3)cc2)c1C,0.9,-18.4,1,7.9,14.5,-3.3,1.1,0.9,0.9,0.84
Cn1cccc1C(=O)OCC(=O)Nc1ccc2c(c1)CCC2,1,-11.3,1.1,-0.8,38.7,-6.9,0.9,0.9,0.9,1.3
CCn1c(-c2cc(-c3ccc(OC(C)C)cc3)nc3ccccc23)n[nH]c1=S,0.3,11.1,1.1,72.3*,37.5,-8.9,1.3,0.9,1,2.11
CCCn1c(N2CCN(C(=O)Nc3ccccc3)CC2)nc2ccccc21,1,-7.0,1,-2.1,15.7,-3.7,1,1,1,0.86
C=CCn1cc(C(=O)NCCOC)c(=O)c2cc(S(=O)(=O)N(CC)CC)ccc21,1.1,-9.0,1,-8.1,-2.6,-3.2,1,0.9,0.9,1.28
CCOC(=O)c1cc2occc2n1CC(=O)N1CCN(C(=O)c2ccco2)CC1,1,-5.3,1.1,-4.5,-21.7,-5.7,0.9,1,0.8,1.11
Cc1ccccc1C(=O)NCCNc1ccc([N+](=O)[O-])cc1,1,6.2,0.9,-3.6,-5.5,6.7,0.9,0.9,0.7,1.14
CCSc1nc(O)c(C2OC(=O)c3c2ccc(OC)c3OC)c(=O)n1CC (configuration not stated),1,-10.0,1,-1.0,8.2,-2.9,1,1,0.9,1.48
CCOc1cccc(-c2nnc3sc(-c4ccc(C)cc4)nn23)c1,1,-4.8,1,-3.3,x,-3.8,0.8,0.9,0.9,x
CC(=O)N1CCN(S(=O)(=O)c2cccc(C(=O)NC3CCC(C)CC3)c2)CC1 (configuration not stated),1.1,-16.2,1.1,-5.5,-2.6,-5.9,1,1,1,1.34
O=C(O)CCc1nc(-c2ccc(Cl)cc2)no1,1,10.3,1,-1.4,-1.0,-1.3,1,1,1,1
O=C(COC(=O)CNC(=O)c1ccccc1)Nc1ccc(F)c([N+](=O)[O-])c1,1,-9.9,1,0.6,-15.9,-1.9,0.9,1.1,1.1,1.03
Cc1cccc(NC(=S)N(CCN(C)C)Cc2cc3cccc(C)c3[nH]c2=O)c1,1.1,-12.7,1,-9.5,-10.9,-2.4,0.7,0.9,1,0.75
COc1ccc(CCNC(=O)CN(c2ccc(OC)c(OC)c2)S(C)(=O)=O)cc1OC,1,-10.7,1,-4.7,15.6,-0.7,0.9,0.9,0.9,0.93
CCC(=O)N1CCN(c2ccccc2NC(=O)Cc2ccc(Cl)cc2)CC1,1,-7.4,1,-4.3,0.5,-2.9,0.9,0.9,1,0.79
COc1ccc(CCNC(=O)C2CCCN(c3nc(C)cc(C)n3)C2)cc1 (configuration not stated),1,-8.2,1,-0.4,15.6,-2.8,1.1,1.1,1.1,1.22
COCCCC1CCN(Cc2nc(Cc3ccccc3Cl)no2)CC1,1,0.7,1,2.4,14.8,1.6,1,0.9,0.9,1.15
Cc1noc(C)c1COc1ccc(C(=O)Nc2cccnc2)cc1,1.1,-8.7,1,-7.9,-9.1,-2.3,1,1.4,1.3,1.05
Cc1ccc(C(=O)c2oc3ccccc3c2NC(=O)c2cc(-c3ccccc3O)n[nH]2)cc1,1.1,-64.8,1,-6.1,3.8,3.0,0.9,1,0.9,0.79
CC(C)(C)SCCNS(=O)(=O)c1ccc(Cl)cc1,1.1,-2.6,1,-7.2,9.1,-1.6,0.8,0.9,0.9,1.15
COc1cc(/C=C/C(=O)OCC(=O)NCc2cccs2)ccc1OCC#N,1,-14.3,1,1.6,2.6,-3.4,0.9,0.9,1.1,1.23
CCc1ccc(NC(=O)CSc2nnc(SCC(=O)Nc3ccc(CC)cc3)n2N)cc1,1,-2.7,1,-0.1,-18.0,3.3,0.9,1,1,0.88
CC1CC(NC(=O)c2ncn[nH]2)CC(C)(C)C1 (configuration not stated),1,-9.4,1,-3.8,-7.4,-4.8,1.1,1.1,1.1,0.97
COP(=O)(OC)c1nc(-c2cccc3ccccc23)oc1NCCc1ccccc1,1,-16.5,1,-4.0,1.5,0.7,0.9,0.9,1,0.78

# Part of the list above in order of molecular weight, smallest number first:
SMILES,FLuc act counter,TNAP inh noacc,TNAP act hiacc,FLuc inhib CS,APP 5'UTR act,TNAP inh hi DEA,bIAP activator,PMI act,PMI act satM6P,NF-kB expr up
CC1CC(NC(=O)c2ncn[nH]2)CC(C)(C)C1 (configuration not stated),1,-9.4,1,-3.8,-7.4,-4.8,1.1,1.1,1.1,0.97
O=C(O)CCc1nc(-c2ccc(Cl)cc2)no1,1,10.3,1,-1.4,-1.0,-1.3,1,1,1,1
Cc1ccccc1-n1c(C)cc(/C=N/NC(=O)c2ccc(CN3CCOCC3)cc2)c1C,0.9,-18.4,1,7.9,14.5,-3.3,1.1,0.9,0.9,0.84
CCc1ccc(NC(=O)CSc2nnc(SCC(=O)Nc3ccc(CC)cc3)n2N)cc1,1,-2.7,1,-0.1,-18.0,3.3,0.9,1,1,0.88

# Later entries:
SMILES,FLuc act counter,TNAP inh noacc,TNAP act hiacc,FLuc inhib CS,APP 5'UTR act,TNAP inh hi DEA,bIAP activator,PMI act,PMI act satM6P,NF-kB expr up
CCC(Sc1nc2cc3c(cc2c(=O)n1Cc1ccco1)OCO3)C(=O)Nc1cccc(OC)c1 (configuration not stated),1.1,-16.6,1.1,-6.0,2.6,-10.9,1,0.9,0.9,1.29
O=C1c2ccccc2C(=O)N1Cc1nc2ccccc2c(=O)n1Cc1ccco1,1,-11.9,1.1,-3.5,x,-5.5,0.9,0.8,0.9,x
CCN=C1NN=C(c2ccc(C)cc2)CS1,0.4,13.4,1,63.5*,63.3,1.9,1,0.9,0.9,1.63
Cn1cc(Br)c(C(=O)n2cc(Br)cn2)n1,1,-4.6,1,-3.5,2.0,-3.6,1,1,1,1.13
COC(=O)c1c(NC(=O)CC2Sc3ccc(C(F)(F)F)cc3NC2=O)sc(C)c1C (configuration not stated),1.1,-4.9,1,-11.7,23.4,-4.2,0.8,1,1.2,1.17
CCOC(=O)C/C(C)=N/NC(=O)Nc1ccccc1,1,0.6,1,-1.5,24.9,-2.7,1.1,1,1,1.13
COc1ccc(OC)c(/C=N/NC(=O)CCc2n[nH]c(=O)[nH]c2=O)c1,1,-2.6,1,-0.4,5.4,3.5,0.9,1,0.9,0.94
CCCN(CCC)c1ncnc2c1cnn2-c1ccc(OC)cc1,0.7,-6.1,1,31.4,136.8*,-1.5,1,0.9,1,2.08
CCCc1cc(-c2nc(N)ncc2-c2csc(C)n2)c(O)cc1OC,1,-17.0,1,-1.2,-4.7,-2.3,1,1,1,0.85
Cc1ccccc1NC(=O)COC(=O)CNC(=O)c1sc2ccccc2c1Cl,0.6,-16.1,1,37.4,17.7,-2.4,0.9,0.9,0.9,1.06
